CHT block = inhibitors of human choline transporter CHT | B-score at 10 µM | AID 488975 | hit rate 0.86% among 310,000 | CHT-expressing cells, membrane potential dye, choline response; active compounds read low | Q9GZV3;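 active = B-score over 3 SD under the library average, and starting fluorescence ratio not unusually high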;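 note: choline stimulus applied at its EC90 after an EC20 pre-addition; B-score computed on integrated fluorescence ratio after choline addition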
Target sequence (Q9GZV3 whole entry, looked up): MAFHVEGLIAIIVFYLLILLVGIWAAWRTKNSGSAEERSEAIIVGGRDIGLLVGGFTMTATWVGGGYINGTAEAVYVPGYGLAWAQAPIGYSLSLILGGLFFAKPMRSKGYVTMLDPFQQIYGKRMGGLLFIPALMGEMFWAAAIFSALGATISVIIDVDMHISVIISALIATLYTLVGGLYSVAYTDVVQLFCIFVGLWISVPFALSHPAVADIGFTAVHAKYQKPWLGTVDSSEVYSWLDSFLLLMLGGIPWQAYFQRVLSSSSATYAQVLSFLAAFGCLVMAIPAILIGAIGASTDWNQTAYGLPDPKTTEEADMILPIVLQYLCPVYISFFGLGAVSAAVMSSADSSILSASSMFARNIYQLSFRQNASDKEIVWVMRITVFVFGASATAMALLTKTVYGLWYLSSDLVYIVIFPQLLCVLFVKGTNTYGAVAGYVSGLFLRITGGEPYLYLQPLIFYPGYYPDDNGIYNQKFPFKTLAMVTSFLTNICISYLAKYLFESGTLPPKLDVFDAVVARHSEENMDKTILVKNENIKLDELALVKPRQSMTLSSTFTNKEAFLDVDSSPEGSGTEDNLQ
Kir21 block = Kir2.1 (mouse) channel inhibition; P35561; AID 1672; HEK293-Kir2.1, FluxOR thallium flux fluorescence; active compounds read low; B-score at 10 µM; hit rate 0.85% among 310,000;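 active = fluorescence ratio B-score at or below minus 3 SD of library scores, with starting-brightness B-score within 2 SD, cut at about -4.2 in these data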;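 note: channel flux triggered by added potassium and thallium sulfate stimulus; B-score of peak minus minimum fluorescence over baseline after thallium stimulus; more negative B-score means stronger Kir2.1 block with less thallium influx; some compounds called inactive have numbers as strong as hits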
Target sequence (P35561 whole entry, looked up): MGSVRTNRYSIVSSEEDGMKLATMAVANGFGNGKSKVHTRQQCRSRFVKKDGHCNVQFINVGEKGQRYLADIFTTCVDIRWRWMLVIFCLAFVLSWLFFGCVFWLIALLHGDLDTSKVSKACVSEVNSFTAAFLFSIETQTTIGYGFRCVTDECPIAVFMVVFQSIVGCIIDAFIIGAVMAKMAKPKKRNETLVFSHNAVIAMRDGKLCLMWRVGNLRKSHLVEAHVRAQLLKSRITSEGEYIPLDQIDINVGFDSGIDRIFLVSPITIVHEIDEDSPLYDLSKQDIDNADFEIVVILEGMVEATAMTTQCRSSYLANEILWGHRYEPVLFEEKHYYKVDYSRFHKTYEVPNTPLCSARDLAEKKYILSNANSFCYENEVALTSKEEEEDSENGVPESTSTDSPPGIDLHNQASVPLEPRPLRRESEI
KCNQ2 block = KCNQ2 channel blockers in CHO-K1 cells – cell-based, FluxOR thallium flux, B-score, primary screen (AID 2156); hit rate 1.1% among 310,000; 20 min; active compounds read low; O88943; B-score at 10 µM;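 active = fluorescence ratio B-score at most minus 3 library SDs, with starting brightness B-score within 2 library SDs, cut at about -5.5 in these data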
Active calls of the source: *; i = inactive.

Every second line gives: CHT block, Kir21 block, KCNQ2 block
- COc1cc(NC(=O)c2csc3c2CCCC3)ncn1
→ i, 0.27, i
- CCCOc1ccc(N2C(=O)CC(N(CCC)C(=O)CCC(=O)O)C2=O)cc1 (configuration not stated)
→ i, -0.46, i
- CCN(CC)S(=O)(=O)c1ccc(Cl)c(C(=O)Oc2cccc(-c3cnc4ccccc4n3)c2)c1
→ i, -0.23, i
- O=C(CC(C(=O)N1CCc2ccccc21)n1ccnc1)NCc1cccnc1 (configuration not stated)
→ i, 1.8, i
- Cc1cc(C)nc(NN2C(=O)C=CC2=O)n1
→ i, -0.01, i
- O=C(O/N=C(/c1ccccc1)c1ccncc1)c1ccccc1[N+](=O)[O-]
→ -5*, -1.2, i
- CN(C)c1ncc(CN2CCC(C(=O)Nc3ccc(-n4cccn4)cc3)CC2)s1
→ i, -0.85, i
- COc1cccc2cc(C(C)N(CCCN3CCOCC3)C(=S)Nc3cc(C)ccc3C)oc12 (configuration not stated)
→ i, -0.3, i
- CCC(=O)Nc1ccc(C(=O)OCC(=O)c2ccc(C)c([N+](=O)[O-])c2)cc1
→ i, -0.45, i
- O=C(O)c1cccc(N2CCCCS2(=O)=O)c1
→ i, 0, i
- Cc1ccc(-c2cc(-c3ccc(F)cc3)n[nH]2)c(O)c1
→ i, -0.87, i
- CC1CC(=O)Nc2ccccc2N1S(=O)(=O)c1ccc(C#N)cc1 (configuration not stated)
→ i, 2.3, i
- CCN(CC)S(=O)(=O)c1ccc(NC(=O)C2CCCN(C(=O)c3ccc(Cl)cc3)C2)cc1 (configuration not stated)
→ i, -0.06, i
- CCN1CCN(C(=O)c2cc3c(-c4ccc(Cl)cc4)nn(C)c3s2)CC1
→ i, -1.2, i
- O=C(O)Cn1c(=O)c2cccn2c2ccccc21
→ i, -1.4, i
- CC(=O)Oc1ccc2c(=O)c(Oc3ccccc3)coc2c1OC(C)=O
→ i, 0.14, i
- CCN(CC)S(=O)(=O)c1ccc(N2CCN(C)CC2)c(NC(=O)Nc2ccccc2F)c1
→ i, -0.04, i
- CC(C)(C)C(=O)OCc1nc(-c2ccc(F)cc2)cs1
→ i, -0.02, i
- Cc1cccc(C(=O)N2CCCC(c3nc(-c4ccc(F)cc4)no3)C2)c1 (configuration not stated)
→ i, -0.61, i
- CSCCC1NC2(C(=O)Nc3ccc(Cl)cc32)[C@@H]2C(=O)N(C3CCCC3)C(=O)[C@H]12 (some centres not stated)
→ i, 0.13, i
- COc1cc(C(=O)N2CCC(n3cnc4cc(F)ccc43)CC2)cc(OC)c1OC
→ i, 1.1, i
- CCCc1ncc(CN2CCCCC2C(=O)Nc2ccc(Oc3ccccc3)nc2)cn1 (configuration not stated)
→ i, 0.05, i
- CN(C(=O)C1CCC(CNS(=O)(=O)c2cccc3cccnc23)CC1)C1CCCCC1 (configuration not stated)
→ i, -0.41, i
- O=C(O)CSCC(=O)N1CCN(c2cc(C(F)(F)F)nc3ccccc23)CC1
→ i, 0.64, i
- CCOc1ncccc1C(=O)Nc1ccc(Cl)cc1
→ i, 0.33, i
- O=c1c2[nH]c3ccc(Br)cc3c2ncn1CCCn1ccnc1
→ i, -1.4, i
- Cc1cccc(NC(=S)N2CCn3cccc3C2c2cccnc2)c1 (configuration not stated)
→ i, -1.5, i
- CCCCCNc1nc(NCCCO)c(C#N)c2c1CN(C)CC2
→ i, 0.79, i
- Cn1cc(C(=O)NS(=O)(=O)Nc2ccc(Br)cc2)c2ccccc21
→ i, -0.2, i
- C=CCNc1nc(N)c(C(=C(C#N)C#N)c2ccc(Br)cc2)s1
→ i, -2.9, i
- CC(NC(=O)/C(C#N)=C/c1ccc(OCC(=O)O)cc1)c1ccccc1 (configuration not stated)
→ i, -0.03, i
- COc1cnc(-c2ccccc2)[nH]c1=O
→ i, -0.71, i
- CC(NCc1ccccc1)c1ccccc1O (configuration not stated)
→ i, 0, i
- COc1ccc(CC(=O)OC(C)CN2CCCCC2)cc1 (configuration not stated)
→ i, 0.68, i
- Cc1nc(CC(=O)Nc2nccs2)cs1
→ i, 0.41, i
- COc1ccc(C2NC(=O)CS2)cc1 (configuration not stated)
→ i, 1.1, i
- COc1ccccc1CNS(=O)(=O)c1cccs1
→ i, 0.75, i
- CCCn1c(N)c(C(=O)CSc2nc(C)cs2)c(=O)n(C)c1=O
→ i, -0.1, i
- COc1ccc(NC(=O)Nc2nnc(-c3cccs3)s2)cc1
→ i, 1.2, i
- c1ccc(COc2ccc(Oc3nc(N4CCCCC4)nc(N4CCOCC4)n3)nn2)cc1
→ i, 0.92, i
- Cc1ccc2[nH]c(=O)c(CN(Cc3ccc4c(c3)OCO4)Cc3nnnn3Cc3ccco3)cc2c1
→ i, -0.38, i
- Clc1ccc(-n2nnnc2SCc2cn3ccccc3n2)cc1
→ i, -0.71, i
- Cc1ccc(C(=O)NCc2nnc(SCC(=O)Nc3ccccc3)n2C)cc1
→ i, -0.97, i
- C[C@@H](NC(=O)c1cc2c([nH]c3ccccc32)c(-c2ccccc2)n1)C(=O)O
→ i, 0.72, i
- c1ccn2cc(C34CC5CC(CC(C5)C3)C4)nc2c1
→ i, -0.47, i
- CN(c1ccccc1)S(=O)(=O)c1cccc(NC(=O)Cc2c(F)cccc2Cl)c1
→ i, 0.55, i
- Cc1csc(C(=O)NN)c1N(C)C
→ i, 0.01, i
- O=C(NCCNC(=O)c1ccccc1F)c1ccco1
→ i, 0.98, i
- CC(c1nccs1)N(C)c1nc2nonc2nc1NC1CC1 (configuration not stated)
→ i, 0.27, i
- CC(Sc1nnc(-c2ccco2)o1)C(=O)NCCC1=CCCCC1 (configuration not stated)
→ i, -1.1, i
- c1coc(CNc2ncnc3ccccc23)c1
→ i, 1.2, i
- CCN1C(=O)CSc2ccc(C(=O)NC3CCCCC3)cc21
→ i, 1.4, i
- CSc1nsc(NC(=O)Cc2ccccc2)n1
→ i, -0.04, i
- O=C(Nc1ccc(CN2CCS(=O)(=O)CC2)cc1)c1ccc(C(F)(F)F)cc1
→ i, -0.11, i
- O=C(CCC(=O)c1ccc(F)cc1)Nc1cccnc1
→ i, 0.06, i
- CCOC(=O)C1(Cc2ccc(Cl)cc2)CCN(C(=O)CCc2cnccn2)CC1
→ i, -1.1, i
- COc1cccc(C(=O)NC(C)c2ccc(-c3ccccc3)cc2)c1OC (configuration not stated)
→ i, 0.21, -6*
- CCOc1ccc(C(CC(=O)O)NC(=O)COc2ccccc2)cc1 (configuration not stated)
→ i, -0.14, -6*
- Cc1ccc(-n2nc(C)c(/C=N/NC(=O)c3cccs3)c2Cl)cc1
→ i, 2.3, i
- Cc1cc(=O)[nH]c(SCC(=O)NCc2ccco2)n1
→ i, 1.4, i

Next part.
Every second line gives: CHT block, Kir21 block, KCNQ2 block
- CCn1c(SCC(=O)OC)nc2sc3c(c2c1=O)CCC3
→ i, -0.51, i
- Cc1cc(S(=O)(=O)N2CCN(c3ccccc3O)CC2)c(C)s1
→ i, 0.53, i
- Cc1ccc(Cn2c(=N)n(CC(O)c3ccco3)c3ccccc32)cc1 (configuration not stated)
→ i, -5*, i
- CNC(=O)c1c(Br)cnn1-c1ccc(C)cc1
→ i, -1, i
- COc1ccc(CN2CN(S(=O)(=O)c3cccs3)c3nc4ccccc4nc32)cc1
→ i, -0.45, i
- CCOC(=O)c1sc(NC(=O)C2C3C=CC(C3)C2C(=O)O)nc1C (configuration not stated)
→ i, 0.64, i
- O=C1CC2(CCN(C(=O)c3cccc([N+](=O)[O-])c3)CC2)Oc2ccccc21
→ i, -0.76, i
- COc1cccc(N2CCN(C(=S)Nc3ccccc3)CC2)c1
→ i, -0.67, i
- CCNC(=O)c1c(O)c2ccccc2[nH]c1=O
→ i, 0.76, i
- Cn1c(COc2ccccc2)nnc1SCCN1CCOCC1
→ i, 0.07, i
- O=C(CSc1nc(C2CCCCC2)nc2ccccc12)N1CCCC1
→ i, -0.19, i
- COc1ccc2cc(C(c3nnnn3C3CCCC3)N3CCOCC3)c3nnnn3c2c1 (configuration not stated)
→ i, -0.13, i
- CCCCCOc1ccccc1C(=O)NCCCCCC(=O)O
→ i, 0.08, i
- Cc1ccc(N2C(=O)[C@@H]3[C@H](C2=O)[C@H]2C=CC=NN2[C@@H]3C(=O)Nc2ccc(Cl)cc2)cc1
→ i, -0.09, i
- CCCCn1c(N)c(N(CC(C)C)C(=O)CSCc2cccc(C)c2)c(=O)[nH]c1=O
→ i, -0.23, i
- CCC(C)Nc1nc(N)c([N+](=O)[O-])c(NCc2ccccc2)n1 (configuration not stated)
→ i, -0.71, i
- Cc1ccc(-c2nc(C#N)c(N3CCC(C)CC3)o2)cc1
→ i, 0.13, i
- CC(C)c1ccc(-c2c(C#N)c(N)nc(SCC(=O)N3CCCCCC3)c2C#N)cc1
→ i, 2.6, i
- CCCCc1nc2ccc(S(=O)(=O)O)cc2[nH]1
→ i, 0.2, i
- COc1ccc(CNC(=O)c2cc(-c3ccccc3OC)on2)cc1
→ i, -0.44, i
- Cn1c(/C(C#N)=C/Nc2ccccn2)nc2ccccc21
→ i, -0.96, i
- C/C(=N\O)c1noc(C)c1C(=O)Nc1nccs1
→ i, 1.6, i
- Fc1cc(F)c2nc(N3CCCCC3)sc2c1
→ i, 0.01, i
- CC1CCCC(C)N1/N=C/C=C/c1ccccc1[N+](=O)[O-] (configuration not stated)
→ i, -1.3, i
- O=C(C1CCCN(Cc2cccnc2)C1)N1CCCCC1 (configuration not stated)
→ i, 0.02, i
- C#CCOCCOCCOCCNc1nc(N2CCN(C(=O)C(Cc3cc4ccccc4[nH]3)n3cc(C(N)C(C)CC)nn3)CC2)nc(N2CCN(C(=O)C(Cc3cc4ccccc4[nH]3)n3cc(C(N)C(C)CC)nn3)CC2)n1 (configuration not stated)
→ i, -0.85, i
- Cc1nnc(NC(=O)CCC(=O)NC2CCCCCCC2)s1
→ i, -0.1, i
- COC(=O)c1sc(NC(=O)C(C)c2ccccc2)nc1C (configuration not stated)
→ i, 1.4, i
- CCCc1nc(SCC(=O)Nc2nnc(CC)s2)c2c(C)c(C)sc2n1
→ i, 0.94, i
- c1nc2sc3c(c2c2nnnn12)CCC3
→ i, 2.2, i

Overlap with the part before: 6 compounds, then new ones.
Every second line gives: CHT block, Kir21 block, KCNQ2 block
- O=C(C1CCCN(Cc2cccnc2)C1)N1CCCCC1 (configuration not stated)
→ i, 0.02, i
- C#CCOCCOCCOCCNc1nc(N2CCN(C(=O)C(Cc3cc4ccccc4[nH]3)n3cc(C(N)C(C)CC)nn3)CC2)nc(N2CCN(C(=O)C(Cc3cc4ccccc4[nH]3)n3cc(C(N)C(C)CC)nn3)CC2)n1 (configuration not stated)
→ i, -0.85, i
- Cc1nnc(NC(=O)CCC(=O)NC2CCCCCCC2)s1
→ i, -0.1, i
- COC(=O)c1sc(NC(=O)C(C)c2ccccc2)nc1C (configuration not stated)
→ i, 1.4, i
- CCCc1nc(SCC(=O)Nc2nnc(CC)s2)c2c(C)c(C)sc2n1
→ i, 0.94, i
- c1nc2sc3c(c2c2nnnn12)CCC3
→ i, 2.2, i
- COc1cc(OC)c(C#N)c(S(=O)Cc2ccccc2)c1 (configuration not stated)
→ i, -2.2, i
- COc1ccc2c(c1)CC/C2=N\OC(=O)c1ccccc1C
→ i, -0.2, i
- CS(=O)(=O)c1ccc2nc(NC(=O)Oc3ccccc3)sc2c1
→ i, 1.8, i
- COC(=O)N=Nc1c(O)[nH]c2ccc(Br)cc12
→ i, -0.05, i
- COc1ccc(-c2nc(CS(=O)(=O)CC(=O)NCCc3cc(OC)ccc3OC)c(C)o2)cc1
→ i, 0.24, i
- O=C(COC(=O)CNC(=O)c1ccc(Cl)cc1Cl)NCc1ccco1
→ i, 1.9, i
- Cc1ccc(OCCC(=O)N(Cc2ccccc2)c2c(N)n(Cc3ccccc3)c(=O)[nH]c2=O)cc1
→ i, -0.79, i
- C=CCn1c(SCC(=O)N2c3ccccc3Sc3ccccc32)nnc1-c1ccco1
→ i, -0.31, i
- COc1ccc(NC(=O)C2CCCN(S(C)(=O)=O)C2)cc1 (configuration not stated)
→ i, 0.24, i
- Cn1cc(S(=O)(=O)N2CCCC2)cc1C(=O)N1CCN(c2ccccc2)CC1
→ i, 1.5, i
- CCOc1ccc(S(=O)(=O)N2CCOCC2)cc1NC(=O)C1CCC1
→ i, 1.1, i
- CCOC(=O)C1=C(C)NC(=O)NC1C(C)C (configuration not stated)
→ i, -0.76, i
- COc1cc(CN2CCCC(CO)(Cc3ccccc3C)C2)cc2c1OCO2 (configuration not stated)
→ i, -2.4, i
- N#Cc1cccc(CN2C=NS(=O)(=O)c3ccccc32)c1
→ i, 0.06, i
- COc1ccc(CNc2nc3ccc(C)cc3s2)c(OC)c1OC
→ i, -0.42, i
- CCOC(=O)c1c(C)[nH]c(C)c1C(=O)COC(=O)C1CCCN1S(=O)(=O)c1ccccc1F (configuration not stated)
→ i, 0.33, i
- Cc1cc(C)nc(SCCC(=O)Nc2ccccc2)n1
→ i, 1.3, i
- COc1ccc2oc(C(=O)NNC(=O)c3ccc(F)cc3)c(C)c2c1
→ i, 1.1, i
- Cc1onc(-c2ccccc2Cl)c1C(=O)Nc1cccc(-c2nc3ncccn3c2C)c1
→ i, -4.3, i

Three structures from above, arranged by SMILES length, high to low.
Every second line gives: CHT block, Kir21 block, KCNQ2 block
- COc1ccc2oc(C(=O)NNC(=O)c3ccc(F)cc3)c(C)c2c1
→ i, 1.1, i
- N#Cc1cccc(CN2C=NS(=O)(=O)c3ccccc32)c1
→ i, 0.06, i
- COc1ccc(CNc2nc3ccc(C)cc3s2)c(OC)c1OC
→ i, -0.42, i

Assay outcomes as filed in PubChem BioAssay.
